Screening data as filed in PubChem.
PLK1 PBD inh – PLK1 (human) polo-box domain binding inhibition; Plk1 PBD binding of FITC phosphopeptide, fluorescence polarization; Potency, µM, without a hit: max response, negative = inhibition, most hits filed as inhibitors; 2.8% of 360,000 active; note: potency is the fitted concentration of half-maximal effect; series mostly up to about 57 µM; % is set by controls: 0 for no effect and ±100 for the full control effect; nearly all actives have a fitted effect of over 65% in size
Target sequence (P53350 whole entry, looked up, the tested form may be a part): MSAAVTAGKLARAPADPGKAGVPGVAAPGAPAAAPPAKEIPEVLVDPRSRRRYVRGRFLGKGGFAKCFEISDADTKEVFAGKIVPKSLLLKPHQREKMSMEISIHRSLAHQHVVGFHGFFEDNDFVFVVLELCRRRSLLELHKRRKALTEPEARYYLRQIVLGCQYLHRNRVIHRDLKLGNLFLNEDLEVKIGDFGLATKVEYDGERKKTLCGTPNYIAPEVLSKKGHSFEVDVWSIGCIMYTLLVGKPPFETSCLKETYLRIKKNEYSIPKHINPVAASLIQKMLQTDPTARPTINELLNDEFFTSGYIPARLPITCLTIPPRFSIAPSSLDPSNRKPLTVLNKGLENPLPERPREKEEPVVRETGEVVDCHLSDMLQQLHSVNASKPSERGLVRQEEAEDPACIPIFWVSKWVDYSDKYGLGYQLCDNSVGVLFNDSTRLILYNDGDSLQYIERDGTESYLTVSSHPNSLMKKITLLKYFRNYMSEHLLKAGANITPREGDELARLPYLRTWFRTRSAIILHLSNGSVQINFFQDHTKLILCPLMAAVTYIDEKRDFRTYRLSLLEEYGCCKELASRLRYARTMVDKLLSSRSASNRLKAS
EPAC1 ag – EPAC1 (human) agonism. O95398. EPAC1 agonist qHTS, biochemical assay; response scale: 100% = response to 6.5 mM cAMP. Potency, µM (highest dose often 154 µM), inactives show at the highest dose activation, hits mostly activators. 0.073% of 360,000 active. AID 720707; note: potency is the fitted concentration of half-maximal effect; nearly all actives have a fitted effect of over 60% in size
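EPAC1 100 nM, Rap1B–BODIPY-GDP 250 nM, unlabeled GDP 50 uM; compound titration; 5 min RT; kinetic read ex480/em540 at 5-min intervals ×30 min; data normalized to 6.5 mM cAMP agonist control.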
EPAC1 antag – antagonists of human EPAC1; O95398; 0.14% of 360,000 active; EPAC1 GEF assay, Rap1b-BODIPY-GDP exchange fluorescence; Potency, µM (doses to about 115 µM), for the others: at the highest dose activity change, negative = inhibition, hits mostly inhibitors;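 note: potency is the fitted concentration of half-maximal effect; plate controls were vehicle for no effect and positive control for full effect; nearly all actives have a fitted effect of over 50% in size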
PI5P4Ka inh – inhibitors of human PI5P4K alpha. PI5P4Kalpha enzyme, ADP-Glo luminescence, 60 min; hits give low values. max response, %. 1.2% of 330,000 active; active = max response of -50% or lower; inconclusive = between -30% and -50%; inactive = -30% or higher; note: value at the top dose of about 77 µM; % is set by controls: 0 for no effect and ±100 for the full control effect
Target sequence (P48426 whole entry, looked up): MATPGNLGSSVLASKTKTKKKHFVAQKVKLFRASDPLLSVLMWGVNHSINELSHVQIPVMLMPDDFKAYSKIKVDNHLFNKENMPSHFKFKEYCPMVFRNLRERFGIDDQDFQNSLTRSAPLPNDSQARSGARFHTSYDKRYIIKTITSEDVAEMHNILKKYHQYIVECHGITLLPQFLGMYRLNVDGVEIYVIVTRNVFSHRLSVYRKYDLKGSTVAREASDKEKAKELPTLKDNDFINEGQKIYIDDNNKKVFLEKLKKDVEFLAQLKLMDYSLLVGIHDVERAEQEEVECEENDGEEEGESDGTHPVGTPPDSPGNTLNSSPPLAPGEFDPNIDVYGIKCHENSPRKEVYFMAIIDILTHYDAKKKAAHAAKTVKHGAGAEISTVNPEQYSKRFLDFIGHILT
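PI5P4Kalpha ADP-Glo assay; 5 microM ATP final; 60 min RT reaction; HEPES pH 7.4/EGTA/CHAPS, 5% DMSO; controls lacking substrate or enzyme; luminescent end-point.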
IL2 activator – activators of IL-2; IL-2 activation reporter assay, cell-based qHTS; stimulated with anti-CD3/CD4/CD28 beads; in transgenic mouse T cells; activation, % (series mostly up to about 46 µM); 0.065% of 360,000 active; AID 652025; in the data active = activation above about 50%; inconclusive = mostly about 30% to 49%; note: 0% is about no effect
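Unstimulated transgenic mouse T cells preincubated 60 min with compound, then stimulated with anti-CD3/anti-CD4-coated beads plus anti-CD28 for 18 h at 37 degrees C. IL-2 response read as EGFP and DsRed fluorescence by plate cytometry.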
HEK293 tox – cytotoxicity counter-screen for GLP-1 receptor inverse agonists | HEK293 cAMP-luciferase reporter cells, luminescence, 24 h | Potency, µM (doses to about 38.3 µM), inactives show top-dose activity change, negative = inhibition, usual class: inhibitors | 0.13% of 410,000 active;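 note: loss of luciferase light is scored as toxicity; potency is the fitted concentration of half-maximal effect; % is set by controls: 0 for no effect and ±100 for the full control effect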
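MLSMR compounds, 24 hr on cells at 37 deg C/5% CO2; luminescence after luciferase reagent (12 min RT). Inhibition counted as the undesired cytotoxic outcome.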
GLP1R ag – GLP-1 receptor (human) agonism. Potency, µM (titrated, usually from 45.6 µM), for inactives: at the highest dose activation, actives largely listed as activators. 0.007% of 380,000 active. HEK293 GLP-1R CRE-luciferase, luminescence, 4-6 h; cells express a hypersensitive GLP-1R form. P43220; note: potency is the fitted concentration of half-maximal effect; % of control where 0% means no effect
GLP-1R inv ag – GLP-1 receptor (human) inverse agonism. P43220. HEK293 GLP-1R CRE-luciferase, luminescence, 24 h; GLP-1R form is constitutively active. Potency, µM (series often up to 38.3 µM), without a hit: at the highest dose activity change, negative = inhibition, hits mostly inhibitors. 1.6% of 410,000 active. AID 624417; note: potency is the fitted concentration of half-maximal effect; % is set by controls: 0 for no effect and ±100 for the full control effect; nearly all actives have a fitted effect of over 55% in size
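Stable HEK293 clone (constitutively active GLP-1R + cAMP-response luciferase); 200 cells/uL plated, 12 h pre-culture, compound 24 hr, 37 deg C/5% CO2; detection reagent 12 min RT; luminescence.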
PTHR1 ag – activates the human parathyroid hormone receptor PTHR1 | HEK293 GP2 PTHR1 cells, GloSensor cAMP luminescence, 1 h | AID 743266 | Potency, µM (series often up to 115 µM), for the others: at the top dose activation, hits mostly activators | 0.075% of 410,000 active | Q03431; note: potency is the fitted concentration of half-maximal effect; nearly all actives have a fitted effect of over 55% in size; some results filed as inactive show a strong effect at the top dose; inactives centre near -15; many of its hits are not listed in these tables
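HEK-293-derived GP2 cells expressing PTHR1 and a GloSensor cAMP reporter, 3,000/well, plated overnight, given luciferin plus IBMX (each 0.5 mM as added) for 1 h at 37 °C, then compound for 1 h at 37 °C. Luminescence was read after 15 min at room temperature.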
Starred values were filed as active, the others as inactive; i = inactive; ? = inconclusive; / = no result given; & = joins results of further samples; [ ] = another dose, or the depositor's remark. Unless noted, calls come from the whole dose curve; as a rule, active = well fitted curve in the direction sought with a large enough effect; inconclusive = small, poorly fitted or top-dose-only effect, or another doubt; inactive = no such curve, though single readings can be large; an effect the other way counts as inactive or inconclusive. An excerpt; count on the stated rates, not on these rows.

SMILES	PLK1 PBD inh	EPAC1 ag	EPAC1 antag	PI5P4Ka inh	IL2 activator	HEK293 tox	GLP1R ag	GLP-1R inv ag	PTHR1 ag
CC(C)(C)[C@H]1COC(=O)[C@H](NC(=O)OCC2c3ccccc3-c3ccccc32)C/C=C\C[C@@H](CC(=O)N(CCO)Cc2ccccc2)C(=O)N1	-9%	-15%	-18%	1	-2.6	13%	-1%	11%	-1%
O=C(CCn1c(=O)c2ccccc2n(Cc2cccc(Cl)c2)c1=O)NCCc1ccccc1	/	/	/	/	/	2%	-2%	18%	i
O=C(NCC1CCCO1)c1cccc(NC(=O)c2ccc(Br)cc2)c1 (stereo not given)	-2%	9%	-23%	2	1.3	-2%	17%	-21%	i
CCOc1ccc(-c2cc(C(=O)NN=C3CCN(C)CC3)[nH]n2)cc1	-7%	11%	-20%	4	-0.9	-1%	8%	8%	i
CCCCOc1ccc(NS(=O)(=O)c2ccc(-n3cnnn3)cc2)cc1	-13%	2%	?	7	-1.5	-4%	-1%	6%	-23%
O=C(Nc1ccc(F)c(Cl)c1)C1CCCCC1	-1%	-10%	4%	-4	2.3	-8%	1%	-9%	-25%
Cc1cc(OC(C)C(=O)NCC2CCC(C(=O)O)CC2)c2c(C)c(C)c(=O)oc2c1 (stereo not given)	-1%	-30%[inhibitor]	7%	2	1.1	1%	4%	3%	i
CCOC(=O)C1CCN(C(=O)COc2cc(C)c(Br)c(C)c2)CC1	-7%	1%	5%	14	-0.3	10%	4%	?	i
CCN(C(=O)COC(=O)/C=C/c1cccc(Br)c1)C1CCS(=O)(=O)C1 (stereo not given)	-21%	-1%	4%	1	-0.1	-2%	8%	-19%	-5%
CC1CCN(S(=O)(=O)c2cc3c4c(c2)CCN4C(=O)CC3)CC1	-2%	-7%	16%	1	1.8	1%	13%	24%	i
CNCC(=O)Nc1ccc(OC(F)(F)F)cc1	-3%	6%	2%	1	0.1	3%	1%	-26%	i
Cc1c(C)c2ccc(OCC(=O)Nc3ccccn3)c(C)c2oc1=O	-4%	4%	26%	-19	-3.5	19%	-5%	10µM*	-27%
CCCn1c(SCC(=O)NCc2ccc(Cl)cc2)n[nH]c1=O	-8%	0%	-18%	2	-0.4	5%[7.66 µM]	-1%	8%[7.66 µM]	-13%
CS(=O)(=O)N(CC(=O)N/N=C/c1cccc2c1OCCO2)c1ccccc1Br	3%	7%	-2%	-10	0.2	-13%	2%	2%	-3%[57.5 µM]
O=C(CC(=O)NC1CCCCC1)N/N=C/c1ccccc1[N+](=O)[O-]	-1%	2%	0%	-7	1.6	2%	16%	16%	i
CCNC(=S)NNC(=O)c1cc(-c2cccc(OCC)c2)nc2ccccc12	-10%	-16%	13%	/	2.1	-27%	5%	0%	-19%[57.5 µM]
Cc1ccc(Sc2ncnc3onc(C)c23)c(C)c1	-7%	-11%	-3%	0	0.4	4%	18%	0%	i
O=C(Oc1cccc(-n2cnnn2)c1)c1ccccc1	?	7%	1%	-20	-0.2	2%	5%	2%	i
CCOc1ccc(C(=O)NCC(=O)NCC(c2cccs2)N2CCOCC2)cc1 (stereo not given)	2%	4%	-1%	3	-2.9	-16%	6%	6%	-3%
CN(C1=C(NC(=O)c2ccc(Cl)cc2)C(=O)c2ccccc2C1=O)c1ccccc1	10%	11%	-21%	-8	-2.6	-25%	-8%	?	-59%[inhibitor]
Cn1cnnc1SCC(=O)NC1CCCc2ccccc21 (stereo not given)	3%	5%	5%	14	-0.4	-6%	1%	2%	-21%
COc1ccc(CC(=O)NNS(=O)(=O)c2ccc3ccccc3c2)cc1OC	-7%	12%	32%[activator]	-3	0.9	?	1%	0%	i
COc1ccc(S(=O)(=O)N(Cc2cc3cc(C)ccc3[nH]c2=O)CC2CCCO2)cc1 (stereo not given)	-2%	4%	11%	/	0.0	-10%	-2%	-5%	-15%[57.5 µM]
O=C1CC(c2ccccc2)n2nc(NC(=O)C3CCCO3)nc2N1 (stereo not given)	-3%	8%	?	2	-0.4	-2%	-18%	6%	i
Cc1ccnc(NC(=O)c2cc3ccccc3o2)c1	-7%	6%	-4%	-19	-3.4	6%	-22%	5.6µM*	-12%
C=CCC(CC)C(=O)NC(=O)N1CCCc2ccccc21 (stereo not given)	2%	5%	37%[activator]	6	0.1	-6%	4%	9%	i
Cc1[nH]c(C(=O)N/N=C/c2ccc(C(=O)O)cc2)c(C)c1C(=O)N/N=C/c1ccc(C(=O)O)cc1	-21%	6%	4%	-24	1.9	74%[activator]	1%	23%	i
COc1cccc2cc(C(C)N(CCCN3CCOCC3)C(=S)Nc3c(C)cccc3C)oc12 (stereo not given)	-11%	6%	?	-1	-0.4	-8%	8%	?	0%
N/C(=N\OC(=O)/C=C/c1ccccc1)c1ccc(Br)cc1	-12%	5%	9%	-5	1.2	?	13%	53%[activator]	i
O=C(NC1Cc2ccccc2C1)c1cc(COc2cccc(C(F)(F)F)c2)on1	-5%	-6%	3%	0	0.2	-22%	6%	?	-13%
N#Cc1nc(-c2cccc3ccccc23)oc1NCCN1CCCCC1	-5%	6%	-9%	/	-4.5	?	12%	0%	i
Cc1[nH]c2ccccc2c1C(=O)c1cc([C@H](NC(=O)OC(C)(C)C)C(C)C)sc1N	-14%	-12%	-13%	3	0.9	-24%	/	10µM*	-17%
O=C(NC(Cc1ccc(O)cc1)C(=O)O)c1ccco1 (stereo not given)	-1%	5%	-15%	7	3.1	-2%	4%	8%	i
Clc1ncccc1-c1nc2ccccc2s1	?	-6%	-11%	-4	1.4	13%	15%	24%	-9%
CCOC(=O)c1cc(NC(=O)c2cccnc2)ccn1	-11%	0%	-14%	-2	-3.1	-7%	10%	75%[activator]	-9%
COc1ccc2c(CN3CCN(c4ccccc4F)CC3)cc(=O)oc2c1	-2%	0%	2%	-9	0.1	2%	8%	-8%	-19%
CCCCNC(=S)Nc1ccc([N+](=O)[O-])cc1	-14%	2%	-3%	-3	-2.1	?	-17%	?	-39%[inhibitor]
CC[n+]1c(C)n(C)c2cc(S(=O)(=O)N(C)C)ccc21	-8%	9%	3%	3	-1.0	0%	-1%	-7%	-16%
COc1ccc(NCCC(O)c2ccc(Cl)cc2)cc1 (stereo not given)	-5%	13%	-17%	4	0.5	-8%	8%	?	i
O=C(Cc1cccs1)N1CCN(S(=O)(=O)c2cccc([N+](=O)[O-])c2)CC1	-7%	8%	-3%	-3	-1.8	3%	5%	14%	-7%
CC(=O)Nc1cccc(NC(=O)COc2ccccc2C)c1	-1%	-5%	2%	-1	-4.0	2%	-4%	12%	-24%
CN(CCCN1CCOCC1)C(=O)c1cc(COc2c(F)cccc2F)on1	-4%	-6%	12%	5	-2.5	7%	7%	10%	i
Cc1cc(C(=O)Nc2ccccc2C(=O)N2CCCCC2)ccc1[N+](=O)[O-]	-29%	-3%	-2%	5	-3.2	13%	16%	-23%	-25%
CCn1c(SCC(=O)NCCCN2CCCC2=O)nnc1-c1cccc(C)c1	-3%	5%	-16%	8	-2.5	7%	-12%	-16%	i
Cc1cc(F)ccc1S(=O)(=O)N(CC(=O)N1CCOCC1)CC(=O)N1CCOCC1	-4%	-10%	14%	-1	-0.2	-1%	-1%	9%	-15%
COc1ccc(OC)c(NC(=O)CCC(=O)Nc2nnc(C(F)(F)F)s2)c1	-17%	-11%	-10%	2	0.7	4%	-5%	24%	-2%[57.5 µM]
COC(=O)C(C)(C)ONC(=O)Nc1ccccc1	1%	-5%	4%	-4	-0.1	-8%	1%	19%	i
CC(=O)N1CCC(N(CCCOC(C)C)C(=O)Nc2ccc(Cl)cc2)CC1	-4%	-12%	14%	-1	-1.3	-21%	0%	5%	22%
COc1ccccc1N1CCN(C(=O)c2ccc3[nH]c4c(c3c2)CCCC4)CC1	-5%	7%	?	4	-0.1	4%	1%	10µM*	-72%[inhibitor]
Cc1ccc(C)c(-c2nnc(NC(=O)c3ccco3)o2)c1	2%	1%	10%	2	-5.7	-30%	-9%	-24%	i
COc1cc(CC(=O)NNC(=O)c2cc(C)oc2C)cc(OC)c1OC	1%	10%	11%	2	-0.3	-3%[1.53 µM]	-4%	0%	i
Cn1c2c(c(=O)n(C)c1=O)CN(CCN1CCNCC1)CN2	0%	-3%	23%	2	0.5	-17%	6%	15%	i
CCOc1ccc(S(=O)(=O)N2CCOCC2)cc1NC(=O)CSCC(=O)Nc1ccc(C)cc1	3%	-14%	1%	-8	-0.7	0%	6%	9%	-17%
CC(=O)NC(Cc1c[nH]c2ccccc12)C(=O)NCCc1ccccc1 (stereo not given)	-13%	-11%	-11%	-3	0.0	1%	1%	-2%	-24%
COc1ccc(OC)c(NC(=O)C2(C)CCN2Cc2cccc(OC)c2OC)c1 (stereo not given)	-1%	5%	-21%	8	-0.9	-13%	7%	?	-21%
CCN(Cc1ccncc1)C(=O)C(CO)c1ccccc1 (stereo not given)	-2%	-10%	-11%	2	-0.1	1%	-3%&2%	-4%	-20%
O=[N+]([O-])c1ccc(Nc2nc(N/N=C\c3ccc4c(c3)OCO4)nc(N3CCCCC3)n2)cc1	-20%	3%	-4%	-12	-0.5	?	-11%	?	-3%[57.5 µM]

Compounds listed so far with two or more sulfur atoms (two):
SMILES	PLK1 PBD inh	EPAC1 ag	EPAC1 antag	PI5P4Ka inh	IL2 activator	HEK293 tox	GLP1R ag	GLP-1R inv ag	PTHR1 ag
O=C(Cc1cccs1)N1CCN(S(=O)(=O)c2cccc([N+](=O)[O-])c2)CC1	-7%	8%	-3%	-3	-1.8	3%	5%	14%	-7%
CCOc1ccc(S(=O)(=O)N2CCOCC2)cc1NC(=O)CSCC(=O)Nc1ccc(C)cc1	3%	-14%	1%	-8	-0.7	0%	6%	9%	-17%
